Bioassay records deposited in PubChem by National Center for Advancing Translational Sciences (NCATS).
D1 PAM = human D1 dopamine receptor positive modulation | P21728 | HEK293 TREx D1 cells, calcium flux, dopamine EC20 potentiation | potentiation, % at 10 µM | 360,000 tested, 0.036% active | AID 504651; in the data active = potentiation above about 30%; note: 0% is about no effect
D1 agonist = human D1 receptor agonism. HEK293 T-REx D1 cells, calcium flux, agonist mode. activation, % at 2 µM. 360,000 tested, 1% active; in the data active = activation above about 30%; note: 0% is about no effect
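Inducible HEK293 T-REx D1 cells, force-coupled to calcium signalling, were plated at 4000 cells/well with tetracycline and held overnight at 30 C. After no-wash calcium dye loading, compound-evoked calcium rise over 180 s flagged agonists.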
RXFP1 antag = blocks the human relaxin receptor RXFP1; HEK293-RXFP1, relaxin-stimulated cAMP HTRF, 30 min; stronger effect = lower value; activity change, negative = inhibition, % at 57.5 µM; 350,000 tested, 0.59% active; AID 1259400;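 active = activity change of -60% or lower, but not beyond a set lower limit; inconclusive = change between -60% and -40%, or beyond the set limit; inactive = change above -40%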; note: % is set by controls: 0 for no effect and ±100 for the full control effect
D1 antagonist = antagonists of human D1 dopamine receptor. P21728. activity change, negative = inhibition, % at 10 µM. HEK293 TREx D1 cells, calcium flux, dopamine EC80; stronger effect = lower value. 360,000 tested, 3.2% active; in the data active = activity change below about -30%; note: % is set by controls: 0 for no effect and ±100 for the full control effect
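Allosteric or orthosteric antagonism assessed as attenuation of the calcium response to EC80 dopamine, added 180 s after compound, in induced HEK293 Trex D1 cells loaded with no-wash calcium dye.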
Vif-APOBEC3F blk = blocks the Vif interaction with APOBEC3F; AID 602313; HeLa A3F-eYFP + Vif (tagged APOBEC3F with the HIV-1 protein that degrades it), YFP fluorescence increase; Potency, µM (highest dose often 46.1 µM), for inactives: top-dose activity, negative = active; 390,000 tested, 0.2% active; note: potency is the fitted concentration of half-maximal effect; % of control where 0% means no effect; nearly all actives have a fitted effect of over 65% in size
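Fluorescence increase (Ex 488/Em 500-530) after overnight compound treatment at 37 deg C flags inhibition of Vif-driven A3F-eYFP loss in stable HeLa A3F-eYFP/Vif cells seeded overnight beforehand.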
D2 potentiator = D2 dopamine receptor (human) potentiation | 340,000 tested, 0.34% active | potentiation, % at 10 µM | AID 485347 | P14416 | HEK293 T-REx D2, calcium flux, EC20 dopamine potentiation;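 active = potentiation over 3 SD above the plate norm, cut at about 30% in these data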; note: 0% is about no effect
Target sequence (P14416 whole entry, looked up): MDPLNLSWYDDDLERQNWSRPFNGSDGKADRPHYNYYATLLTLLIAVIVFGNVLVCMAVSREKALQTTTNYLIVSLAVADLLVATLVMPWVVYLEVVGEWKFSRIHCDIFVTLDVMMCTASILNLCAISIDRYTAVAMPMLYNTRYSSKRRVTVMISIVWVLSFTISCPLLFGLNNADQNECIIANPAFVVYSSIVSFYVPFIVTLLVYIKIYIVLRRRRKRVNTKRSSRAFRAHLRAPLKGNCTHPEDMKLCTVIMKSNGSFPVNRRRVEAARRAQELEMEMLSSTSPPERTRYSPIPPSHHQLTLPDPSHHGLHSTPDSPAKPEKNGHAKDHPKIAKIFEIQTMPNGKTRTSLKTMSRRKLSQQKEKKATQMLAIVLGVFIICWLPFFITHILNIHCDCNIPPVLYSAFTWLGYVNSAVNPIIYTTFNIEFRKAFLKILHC
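Tetracycline-induced HEK293 T-REx cells force-coupled to calcium signalling expressed D2; compounds were pin-added after a 10 s baseline, read kinetically 180 s, then an EC20 dopamine challenge followed with a further 180 s calcium read.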
RXFP1 ag = activates the human relaxin receptor RXFP1; HEK293T-RXFP1 cAMP TR-FRET, 30 min; response scale: percent of porcine relaxin response, buffer zero; AID 2676; Potency, µM (doses to about 57.5 µM), without a hit: at the highest dose activation, usual class: activators; Q9HBX9; 370,000 tested, 0.3% active; note: potency is the fitted concentration of half-maximal effect; % is set by controls: 0 for no effect and ±100 for the full control effect; nearly all actives have a fitted effect of over 60% in size; many of its hits are not listed in these tables
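cAMP rise read by TR-FRET after 30 min, 37C compound exposure (up to 58 uM) in RXFP1-transfected HEK293 cells with Ro 20174 present. EC50 from Hill-equation fits, with 29 nM porcine relaxin as 100% and buffer as basal.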
Vif-A3G inh = Vif-A3G binding inhibition; Q9HC16; HeLa A3G-eYFP + Vif (tagged APOBEC3G with the HIV-1 protein that degrades it), YFP fluorescence, overnight; Potency, µM (highest dose often 46.1 µM), without a hit: at the top dose activity, negative = active, usual class: inhibitors; 410,000 tested, 0.076% active; AID 602310;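 note: potency is the fitted concentration of half-maximal effect; % is set by controls: 0 for no effect and ±100 for the full control effect; nearly all actives have a fitted effect of over 60% in size; hits raise eYFP signal because A3G escapes Vif-driven loss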
Target sequence (Q9HC16 whole entry, looked up): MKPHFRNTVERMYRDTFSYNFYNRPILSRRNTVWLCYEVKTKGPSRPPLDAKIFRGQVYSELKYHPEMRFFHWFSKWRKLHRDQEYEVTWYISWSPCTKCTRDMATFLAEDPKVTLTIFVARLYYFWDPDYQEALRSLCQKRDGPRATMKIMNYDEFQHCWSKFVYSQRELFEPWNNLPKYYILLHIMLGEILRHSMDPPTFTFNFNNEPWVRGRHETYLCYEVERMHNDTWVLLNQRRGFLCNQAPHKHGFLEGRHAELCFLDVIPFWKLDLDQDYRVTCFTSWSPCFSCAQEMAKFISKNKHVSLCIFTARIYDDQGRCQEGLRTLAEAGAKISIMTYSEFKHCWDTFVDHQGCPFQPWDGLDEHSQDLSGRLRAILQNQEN
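HeLa cells stably expressing Vif and C-terminally eYFP-tagged A3G, seeded overnight at 37 deg C, then exposed to compound by pintool overnight at 37 deg C. Rise in yellow fluorescence (Ex 488/Em 500-530, Acumen) marks blocked Vif-driven A3G degradation.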
GRP78 ERSR act = ER stress response induction in glioma; AID 602332; Potency, µM, inactives show at the highest dose activation, most hits filed as activators; U87-MG GRP78 promoter luciferase reporter, 16 h; 420,000 tested, 0.02% active; note: potency is the fitted concentration of half-maximal effect; series mostly up to about 76 µM; % of control where 0% means no effect; nearly all actives have a fitted effect of over 35% in size
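Stably transfected U87-MG glioma cells carrying a GRP78-based luciferase sensor; 16 h compound incubation. Luminescence end-point read 10 min after Bright-Glo addition at room temperature.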
Starred values were filed as active, the others as inactive; ? = inconclusive; . = no result given. Unless noted, calls come from the whole dose curve; as a rule, active = well fitted curve in the direction sought with a large enough effect; inconclusive = small, poorly fitted or top-dose-only effect, or another doubt; inactive = no such curve, though single readings can be large; an effect the other way counts as inactive or inconclusive. Only part of the results is shown; rates above refer to the full screens.

1. CCCCOc1ccc(CSCCN)cc1Cl
2. COc1ccc(NC(=O)CCc2nnc3n(C)c(=O)c4sccc4n23)cc1
3. Cc1cc(C(=O)N2CCCC2)n[nH]1
4. Fc1cccc(/C=N/Nc2ccc3ccccc3n2)c1
5. CC(NC(=O)Nc1ccccc1)c1ccccc1 (stereo not drawn)
6. CCc1ccccc1NC(=O)c1ccc(F)c(S(=O)(=O)NC2CCCCCC2)c1
7. C/C(=N\NC(=O)c1cccc([N+](=O)[O-])c1)c1cccs1
8. CCc1ccccc1NC(=S)N(CCN(C)C)C(C)c1ccco1 (stereo not drawn)
9. O=C(c1ccccc1F)N1CCN(Cc2nc3sc4c(c3c(=O)[nH]2)CCCC4)CC1
10. Cc1nn(C)c(C)c1S(=O)(=O)N(CC(=O)Nc1ccc(F)cc1F)c1ccc(C(C)C)cc1

Screen / compound no.	1	2	3	4	5	6	7	8	9	10
D1 PAM	-2	-1	-3	-3	1	-2	-2	-2	-4	0
D1 agonist	27	0	5	1	2	-1	0	8	1	0
RXFP1 antag	-3	1	-6	-1	3	-8	7	19	-14	-20
D1 antagonist	33	10	-16	1	5	-16	11	-6	5	-13
Vif-APOBEC3F blk	-8%	.	-10%	-10%	2%	-11%	0%	0%	2%	3%
D2 potentiator	-5	6	4	14	2	2	-1	-2	-2	0
RXFP1 ag	2.3%	?	1.5%	1.8%	-0.8%	2.9%	0.2%	1.3%	1.1%	0.2%
Vif-A3G inh	-4%	.	-8%	-5%	5%	6%	4%	1%	-12%	1%
GRP78 ERSR act	4%	.	-4%	-9%	1%	-3%	7%	1%	-3%	-2%

11. CC(C)c1csc(CN2CCC(N3CCC(C(=O)NCC4CCCO4)CC3)CC2)n1 (stereo not drawn)
12. CCOC(=O)N1CCC(NC(=O)c2cc(C(=O)Nc3ccc(S(=O)(=O)N4CCOCC4)cc3)ccc2CO)CC1
13. Cc1ccc(C(=O)N2CCN(C)CC2)cc1S(=O)(=O)N1CCCCCC1
14. Cc1ccn2c(=O)nc(SCC(=O)Nc3ccc4c(c3)OCCO4)nc2c1
15. O=C(Nc1ccc(-c2nc3ccccc3o2)cc1)c1ccc(N2CCOCC2)c([N+](=O)[O-])c1
16. Cc1nc(-c2ccc(Cl)cc2)sc1C1(C)CC(c2cccc(Cl)c2)=NO1 (stereo not drawn)
17. O=C(O)c1cn2c3c(ccc(Cl)c3c1=O)OCC2
18. COc1cccc(NC(=O)c2ccc(NCCCN3CCC(C)CC3)c([N+](=O)[O-])c2)c1
19. Cc1ccc(S(=O)(=O)N(C)C)cc1NC(=O)COC(=O)Cc1cccs1
20. CCN1/C(=C2\C(=O)N(C)C(=S)N2C)C=Cc2ccccc21

Screen / compound no.	11	12	13	14	15	16	17	18	19	20
D1 PAM	0	-2	9	3	-10	-5	-4	0	-6	-1
D1 agonist	4	-1	2	1	3	5	1	2	1	0
RXFP1 antag	4	-2	-6	-10	2	.	-3	-9	-1	-26
D1 antagonist	5	-10	7	-3	-18	7	4	8	-20	-2
Vif-APOBEC3F blk	4%	-11%	1%	-28%	-5%	1%	-17%	6%	-6%	-6%
D2 potentiator	-7	-3	11	6	-9	-9	-3	-9	-1	-4
RXFP1 ag	0.0%	4.0%	-0.9%	3.6%	1.7%	7.2%	7.6%	3.0%	-0.1%	-5.2%
Vif-A3G inh	-1%	3%	-1%	-3%	-22%	1%	0%	9%	1%	-1%
GRP78 ERSR act	-3%	-4%	-3%	-4%	-1%	4%	-4%	-4%	-2%	-3%

21. CCOc1ccc2nc(SCC(=O)c3ccc(Cl)s3)sc2c1
22. COc1ccc(CNn2c(-c3ccccc3F)nc3ccccc3c2=O)cc1OC
23. O=C1OCCN1c1ccccc1
24. COc1ccccc1N1CCN(C(=O)c2ccc(CSc3ccccc3)cc2)CC1
25. OC(CN1CCN(Cc2ccccc2)CC1)c1ccc(F)cc1 (stereo not drawn)
26. Cc1cc2oc(=O)sc2cc1NS(=O)(=O)c1ccccc1
27. CC1CCCC(C)N1C(=O)c1ccccc1Nc1ccc(SC(F)F)cc1 (stereo not drawn)
28. CSc1cccc(CNC(=O)C2CCC(=O)N(Cc3cccc(C(F)(F)F)c3)C2)c1 (stereo not drawn)
29. Cc1ccccc1CSCC(=O)NCc1ccco1
30. O=C(CN1C(=O)/C(=C/c2ccco2)SC1=S)Nc1ccc(C(=O)O)c(O)c1

Screen / compound no.	21	22	23	24	25	26	27	28	29	30
D1 PAM	-2	-1	.	5	-8	-1	-13	2	-3	0
D1 agonist	5	0	.	6	5	10	3	-1	2	1
RXFP1 antag	4	?	5	-2	-1	-14	-14	-9	0	-19
D1 antagonist	-3	12	.	-13	-27	-6	-26	1	10	3
Vif-APOBEC3F blk	0%	-2%	-11%	8%	-1%	-2%	.	1%	-20%	-1%
D2 potentiator	-1	.	.	-3	.	.	-9	-2	-1	6
RXFP1 ag	1.8%	0.3%	.	-0.6%	0.6%	3.0%	2.1%	-1.5%	1.2%	0.7%
Vif-A3G inh	2%	-4%	0%	1%	-2%	1%	1%	7%	-14%	5%
GRP78 ERSR act	7%	-4%	-5%	-3%	-3%	-6%	5%	5%	5%	-7%

31. CO/N=C/NC(=O)c1ccc([N+](=O)[O-])c(CS(=O)(=O)c2ccc(Cl)cc2)c1
32. CCn1c(N)nc2c1c(=O)n(C)c(=O)n2C
33. COc1ccc(/C=N/NC(=O)c2ccccc2O)cc1CN1CCOCC1
34. CCOC(=O)N1CCN(CC(=O)Nc2cc(C)nn2-c2nc3ccccc3s2)CC1
35. O=c1[nH][nH]c(=O)c2nc(Nc3ccccc3)ncc12
36. CCCCCn1c(SCC(=O)c2ccccc2)nc2cc(C(=O)NCC3CCCO3)ccc2c1=O (stereo not drawn)
37. Cn1c(C(=O)OCC(=O)NCC2CCCO2)cc2sccc21 (stereo not drawn)
38. CCCCC(CC)CNC(=O)c1cccs1 (stereo not drawn)
39. O=C(C(NS(=O)(=O)c1cccc2nsnc12)c1ccccc1)N1CCN(c2ccccc2)CC1 (stereo not drawn)
40. COc1ccccc1N1CCN(C(=O)N2CCOCC2)CC1

Screen / compound no.	31	32	33	34	35	36	37	38	39	40
D1 PAM	-3	-10	-14	-21	.	.	-5	-2	.	-4
D1 agonist	3	3	1	0	.	.	0	-1	3	1
RXFP1 antag	2	.	-3	-5	-8	8	1	-3	3	-1
D1 antagonist	8	0	-33*	-1	.	.	-5	-62*	-4	17
Vif-APOBEC3F blk	-8%	-5%	-10%	3%	-12%	2%	-3%	0%	-1%	4%
D2 potentiator	6	0	-4	-5	.	.	5	11	-1	6
RXFP1 ag	1.9%	6.0%	-4.8%	-0.4%	.	.	-2.4%	-0.8%	-2.1%	-0.8%
Vif-A3G inh	1%	1%	0%	-2%	-3%	3%	-6%	1%	1%	-16%
GRP78 ERSR act	-5%	-3%	?	-4%	0%	1%	-5%	-1%	-4%	-4%

Record cards (already shown). Screens in order: D1 PAM | D1 agonist | RXFP1 antag | D1 antagonist | Vif-APOBEC3F blk | D2 potentiator | RXFP1 ag | Vif-A3G inh | GRP78 ERSR act
`Cc1cc2oc(=O)sc2cc1NS(=O)(=O)c1ccccc1` as listed: -1 | 10 | -14 | -6 | -2% | . | 3.0% | 1% | -6%
`Fc1cccc(/C=N/Nc2ccc3ccccc3n2)c1` as listed: -3 | 1 | -1 | 1 | -10% | 14 | 1.8% | -5% | -9%

(next part)
41. O=C1CSCC(=O)N1c1ncc(C(F)(F)F)cc1Cl
42. CC(=O)Nc1ccc(NC(=O)c2nc(S(=O)(=O)Cc3cccc(C)c3)ncc2Cl)cc1
43. CCOC(=O)CSc1nc2c(sc3ccccc32)c(=O)n1CCCN1CCOCC1
44. Nc1ccc(-c2nnn(Cc3ccccc3)n2)cc1
45. CCSc1nc(-c2cccc(Cl)c2)nc2c1Cc1c(CO)cnc(C)c1O2
46. Cc1nc2nc(SCC(=O)NCCCN3CCOCC3)nn2c(C)c1Cc1ccccc1
47. Cn1ncc(C(=O)N2CCN(c3ccc(F)cc3)CC2)c1C1CCN(C(=O)OC(C)(C)C)CC1
48. Cc1ccc(CNC(=O)CCc2c(C)c3cc4c(C)coc4cc3oc2=O)cc1
49. CCOC(=O)COc1ccc(C(=O)CC)cc1OC
50. CCc1c(C)c2ccc(O)c(CN3CCN(c4cc(Cl)ccc4C)CC3)c2oc1=O
51. N=C1c2c(cc(=O)n3c2[nH]c2ccccc23)CN1CCN1CCOCC1
52. COC(=O)c1ccccc1NC(=S)NC(=O)CC(C)C
53. O=C(COc1ccccc1Cl)OCc1cc(=O)n2nc(C3CCCCC3)sc2n1

Screen / compound no.	41	42	43	44	45	46	47	48	49	50	51	52	53
D1 PAM	2	-4	-1	.	-6	-6	-2	-1	-4	-1	-1	2	-7
D1 agonist	1	1	2	.	2	8	0	7	1	0	0	1	4
RXFP1 antag	-5	-14	-2	-3	-21	1	-6	-9	-5	-3	-24	-18	.
D1 antagonist	3	-26	5	.	0	14	-18	-11	9	-4	-11	3	-23
Vif-APOBEC3F blk	7%	-4%	4%	2%	2%	6%	2%	-1%	-7%	13%	1%	-7%	2%
D2 potentiator	13	10	.	.	-10	-5	-7	11	5	7	1	17	-7
RXFP1 ag	-0.8%	-1.1%	3.1%	.	1.1%	8.2%	-1.6%	3.3%	1.3%	6.6%	6.6%	2.1%	-0.1%
Vif-A3G inh	-1%	-10%	3%	-14%	-3%	-2%	1%	-3%	1%	-3%	4%	-5%	1%
GRP78 ERSR act	-4%	-19%	-4%	2%	-1%	-5%	-2%	3%	-1%	-3%	3%	-2%	-1%

Look-ups from the entries so far.
`Nc1ccc(-c2nnn(Cc3ccccc3)n2)cc1` @ RXFP1 antag: -3
`CC(=O)Nc1ccc(NC(=O)c2nc(S(=O)(=O)Cc3cccc(C)c3)ncc2Cl)cc1` @ Vif-A3G inh: -10%
`O=C(COc1ccccc1Cl)OCc1cc(=O)n2nc(C3CCCCC3)sc2n1` @ D1 antagonist: -23
`CCSc1nc(-c2cccc(Cl)c2)nc2c1Cc1c(CO)cnc(C)c1O2` @ Vif-APOBEC3F blk: 2%
